Assay outcomes from PubChem.
MPTP block – mitochondrial permeability transition pore inhibitors, primary screen, biochemical, isolated mouse mitochondria, absorbance | Ca2+ swelling absorbance, 30 min | inhibition, % at 10 µM | 360,000 compounds, 1.4% hits;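 active means inhibition of 50% or more, scaled per plate between neutral and stimulator controls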;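 further: 0% = DMSO wells given calcium and 100% = 1 mM EGTA wells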
CXCR6 block – CXCR6 receptor inhibitors, primary screen, cell-based, beta-arrestin, luminescence, CHO-K1 PathHunter, 1536-well. inhibition, % at 20 µM. AID 602244, 2012. C-X-C chemokine receptor type 6 (Homo sapiens), O00574. 360,000 compounds, 0.36% hits; in the data active means inhibition above about 34%, passing the limit was not always enough;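 further: antagonist mode with CXCL16 agonist at 10 nM final; 0% = 10 nM CXCL16 with DMSO and 100% = unstimulated wells without agonist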
Target sequence (O00574 whole entry, looked up): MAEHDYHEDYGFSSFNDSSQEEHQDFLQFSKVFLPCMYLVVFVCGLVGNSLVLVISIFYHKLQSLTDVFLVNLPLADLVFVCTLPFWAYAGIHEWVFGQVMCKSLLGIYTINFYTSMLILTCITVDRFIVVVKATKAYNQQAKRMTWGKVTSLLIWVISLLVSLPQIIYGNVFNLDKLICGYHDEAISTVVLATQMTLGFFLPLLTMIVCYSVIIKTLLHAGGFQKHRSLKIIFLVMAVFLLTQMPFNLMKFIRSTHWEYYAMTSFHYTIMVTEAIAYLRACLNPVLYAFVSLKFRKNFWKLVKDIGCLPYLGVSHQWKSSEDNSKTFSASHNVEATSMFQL
A3G deaminase – APOBEC3G DNA deaminase inhibitors, primary screen, biochemical, fluorescence, single-stranded DNA substrate, uHTS | inhibition, % at 20 µM | DNA dC->dU-editing enzyme APOBEC-3G (Homo sapiens), Q9HC16 | recombinant A3G, ssDNA deamination FAM/TAMRA fluorescence | 330,000 compounds, 0.28% hits;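 active means inhibition of at least 40% at 20 µM, with no more than 30% in the related APOBEC3A deaminase screen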;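 further: plate controls were DMSO wells with A3G for no effect and wells lacking A3G enzyme for full effect; some compounds called inactive have numbers as strong as hits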
GRIN3A LBD mod – binders of NR3A ligand-binding domain, primary screen, biophysical, differential scanning fluorimetry, uHTS; Glutamate receptor ionotropic, NMDA 3A (GRIN3A) ligand-binding domain; NR3A LBD differential scanning fluorimetry, Tm shift; 0% = protein alone, 100% = glycine-bound protein; Tm shift relative to glycine control, % at 25 µM; 340,000 compounds, 2.5% hits; AID 1259313, 2017;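 active means melting temperature shift of at least 10% of the positive control shift, at one fixed dose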
Gli-Sufu antag – Gli-Sufu pathway antagonists, primary screen, luciferase luminescence, Sufu-KO-LIGHT cells, uHTS | Sufu-KO-LIGHT fibroblasts, Gli luciferase reporter luminescence | inhibition, % at 5 µM | 340,000 compounds, 0.74% hits | AID 588413, 2011;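 active means inhibition above about 55%, limit read from the data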;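 further: 0% = DMSO-treated cells and 100% = wells with medium but no cells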
EBI2 antag – EBI2 receptor antagonists, beta-arrestin recruitment, primary screen, cell-based, luminescence, 7a,25-OHC stimulation, uHTS; G-protein coupled receptor 183 (Homo sapiens), P32249; 7a,25-OHC stimulated; 360,000 compounds, 0.81% hits; inhibition, % at 5 µM; in the data active means inhibition above about 38%;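 further: enzyme fragment complementation signal reports receptor beta-arrestin coupling in cells; 0% = agonist plus DMSO wells and 100% = wells without agonist; some results beyond the cut were filed as inactive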
Target sequence (P32249 whole entry, looked up, the tested form may be a part): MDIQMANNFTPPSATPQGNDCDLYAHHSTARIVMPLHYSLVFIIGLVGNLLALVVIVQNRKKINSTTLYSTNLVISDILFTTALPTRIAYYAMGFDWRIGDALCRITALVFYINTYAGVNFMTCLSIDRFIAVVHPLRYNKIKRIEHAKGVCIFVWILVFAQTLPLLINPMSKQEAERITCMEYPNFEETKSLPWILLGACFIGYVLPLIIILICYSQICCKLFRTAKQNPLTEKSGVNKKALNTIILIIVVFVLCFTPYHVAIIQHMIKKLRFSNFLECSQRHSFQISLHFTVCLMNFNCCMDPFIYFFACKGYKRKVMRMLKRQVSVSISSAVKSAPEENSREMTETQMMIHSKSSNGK
CCR6 antagonist – CCR6 receptor antagonists, primary screen, cell-based, CHO-K1, luminescence, beta-arrestin, uHTS; CHO-K1 CCR6 PathHunter beta-arrestin, CCL20-stimulated; inhibition, % at 20 µM; 340,000 compounds, 0.49% hits;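 active means compounds whose inhibition of the agonist-driven luminescence signal at 20 µM reaches about 50%, limit read from the data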;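 further: cells stimulated with CCL20 at 14 nM final; plate controls were DMSO with CCL20 for no effect and DMSO without agonist for full effect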
A3A deaminase – APOBEC3A ssDNA deaminase inhibitors, primary screen, selectivity assay for APOBEC3G inhibitor project, biochemical, FAM/TAMRA oligo cleavage fluorescence | DNA dC->dU-editing enzyme APOBEC-3A (Homo sapiens), P31941 | recombinant A3A, FAM/TAMRA ssDNA deamination fluorescence | inhibition, % at 20 µM | 330,000 compounds, 0.41% hits;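 active means at least 40% inhibition at 20 µM here, with at most 30% in a related deaminase screen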;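 further: plate controls were A3A with DMSO for no effect and wells lacking A3A enzyme for full effect; some results filed as inactive read as strong as hits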
Target sequence (P31941 whole entry, looked up): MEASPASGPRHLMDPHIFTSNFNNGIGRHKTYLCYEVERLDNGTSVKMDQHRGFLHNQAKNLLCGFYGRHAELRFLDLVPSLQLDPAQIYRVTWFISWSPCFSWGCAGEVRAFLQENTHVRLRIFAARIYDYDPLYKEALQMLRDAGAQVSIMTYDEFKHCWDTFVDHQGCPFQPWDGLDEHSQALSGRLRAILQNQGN
Active calls of the source: *. Compounds as they come, and some 5.8% of all compounds hit somewhere here.

CC(Nc1nc(-c2ccc(Cl)cc2)cs1)c1nc2cc(Cl)c(N3CCCCC3)cc2n1CCOCCO (centres undefined) was read as MPTP block 0.2, CXCR6 block -5, A3G deaminase 10, GRIN3A LBD mod 5, Gli-Sufu antag 26, EBI2 antag 28, CCR6 antagonist 4 and A3A deaminase 1.
CCOc1ccc(NC(=O)CCC(=O)NNC(=O)c2ccco2)cc1 was read as MPTP block 0.0, CXCR6 block 0, A3G deaminase -1, GRIN3A LBD mod 0, Gli-Sufu antag -3, EBI2 antag -10, CCR6 antagonist -1 and A3A deaminase -2.
`CCN(CC)S(=O)(=O)c1ccc(Oc2cccc(C(C)=O)c2)nc1` gave MPTP block -0.3, CXCR6 block -7, A3G deaminase -3, GRIN3A LBD mod -2, Gli-Sufu antag 4, EBI2 antag -2, CCR6 antagonist 8 and A3A deaminase -3.
For C=CCc1cccc(/C=N/NC(=O)C(C)Nc2cccc(C)c2)c1O (centres undefined) the results were MPTP block 73*, CXCR6 block 2, A3G deaminase -5, GRIN3A LBD mod -13, Gli-Sufu antag 6, EBI2 antag 40*, CCR6 antagonist -8 and A3A deaminase -3.
`O=C(Nc1nnc(C2CC2)s1)c1cc([N+](=O)[O-])ccc1N1CCCCC1` gave MPTP block 1.1, CXCR6 block 20, A3G deaminase -4, GRIN3A LBD mod 0, Gli-Sufu antag 2, EBI2 antag 12, CCR6 antagonist 72* and A3A deaminase 0.
Cc1ccc(C(=O)Oc2ccc(C(=O)COC(=O)c3cnccn3)cc2)cc1 was read as MPTP block -0.9, CXCR6 block 18, A3G deaminase 2, GRIN3A LBD mod 2, Gli-Sufu antag 4, EBI2 antag 7, CCR6 antagonist -2 and A3A deaminase 4.
`O=C(N/C(=C\c1ccc([N+](=O)[O-])cc1)C(=O)N1CCCCC1)c1ccco1` gave MPTP block -1.0, CXCR6 block 7, A3G deaminase -6, GRIN3A LBD mod 1, Gli-Sufu antag -19, EBI2 antag -8, CCR6 antagonist 11 and A3A deaminase -3.
COCCn1c(Cc2ccccc2)nnc1SCC(=O)NC(C)C was read as MPTP block 5.6, CXCR6 block 1, A3G deaminase -5, GRIN3A LBD mod 2, Gli-Sufu antag -3, EBI2 antag 5, CCR6 antagonist 7 and A3A deaminase -3.
Screening O=C1Nc2ccccc2C1(c1ccccc1)c1ccccc1 returned MPTP block 0.9, CXCR6 block -2, A3G deaminase -2, GRIN3A LBD mod -1, Gli-Sufu antag 6, EBI2 antag 5, CCR6 antagonist -1 and A3A deaminase 3.
O=C(COC(=O)Cn1[nH]c(=O)c2ccccc2c1=O)Nc1c(Cl)cccc1C(F)(F)F was read as MPTP block 0.2, CXCR6 block -5, A3G deaminase -7, GRIN3A LBD mod -1, Gli-Sufu antag -3, EBI2 antag 3, CCR6 antagonist 1 and A3A deaminase 0.

As a working copy, part of the list above:
CC(Nc1nc(-c2ccc(Cl)cc2)cs1)c1nc2cc(Cl)c(N3CCCCC3)cc2n1CCOCCO (centres undefined) was read as MPTP block 0.2, CXCR6 block -5, A3G deaminase 10, GRIN3A LBD mod 5, Gli-Sufu antag 26, EBI2 antag 28, CCR6 antagonist 4 and A3A deaminase 1.
CCOc1ccc(NC(=O)CCC(=O)NNC(=O)c2ccco2)cc1 was read as MPTP block 0.0, CXCR6 block 0, A3G deaminase -1, GRIN3A LBD mod 0, Gli-Sufu antag -3, EBI2 antag -10, CCR6 antagonist -1 and A3A deaminase -2.
`CCN(CC)S(=O)(=O)c1ccc(Oc2cccc(C(C)=O)c2)nc1` gave MPTP block -0.3, CXCR6 block -7, A3G deaminase -3, GRIN3A LBD mod -2, Gli-Sufu antag 4, EBI2 antag -2, CCR6 antagonist 8 and A3A deaminase -3.
For C=CCc1cccc(/C=N/NC(=O)C(C)Nc2cccc(C)c2)c1O (centres undefined) the results were MPTP block 73*, CXCR6 block 2, A3G deaminase -5, GRIN3A LBD mod -13, Gli-Sufu antag 6, EBI2 antag 40*, CCR6 antagonist -8 and A3A deaminase -3.
`O=C(Nc1nnc(C2CC2)s1)c1cc([N+](=O)[O-])ccc1N1CCCCC1` gave MPTP block 1.1, CXCR6 block 20, A3G deaminase -4, GRIN3A LBD mod 0, Gli-Sufu antag 2, EBI2 antag 12, CCR6 antagonist 72* and A3A deaminase 0.
Cc1ccc(C(=O)Oc2ccc(C(=O)COC(=O)c3cnccn3)cc2)cc1 was read as MPTP block -0.9, CXCR6 block 18, A3G deaminase 2, GRIN3A LBD mod 2, Gli-Sufu antag 4, EBI2 antag 7, CCR6 antagonist -2 and A3A deaminase 4.
`O=C(N/C(=C\c1ccc([N+](=O)[O-])cc1)C(=O)N1CCCCC1)c1ccco1` gave MPTP block -1.0, CXCR6 block 7, A3G deaminase -6, GRIN3A LBD mod 1, Gli-Sufu antag -19, EBI2 antag -8, CCR6 antagonist 11 and A3A deaminase -3.

The list goes on.
Screening CCN(CC)C(=O)CSc1nc2ccc(NC(=O)CSc3nccn3C)cc2s1 returned MPTP block -0.7, CXCR6 block -3, A3G deaminase -1, GRIN3A LBD mod -1, Gli-Sufu antag -12, EBI2 antag -14, CCR6 antagonist 4 and A3A deaminase 1.
`COc1ccc(N2C(=O)C(=O)/C(=C(/O)c3ccc(C)cc3)C2c2cccnc2)cc1` (centres undefined) gave MPTP block -0.9, CXCR6 block 2, A3G deaminase -4, GRIN3A LBD mod -5, Gli-Sufu antag 2, EBI2 antag -1, CCR6 antagonist -7 and A3A deaminase -4.
`CCOC(=O)C1(Cc2ccccc2)CCN(Cc2cc(OC)c3c(c2)OCO3)CC1` gave MPTP block 3.5, CXCR6 block 2, A3G deaminase 1, GRIN3A LBD mod 2, Gli-Sufu antag 42, EBI2 antag 2, CCR6 antagonist 7 and A3A deaminase -7.
COc1ccc(C(=O)O)cc1S(=O)(=O)Nc1cccc(C)c1 was read as MPTP block -0.2, CXCR6 block -14, A3G deaminase -2, GRIN3A LBD mod -1, Gli-Sufu antag 4, EBI2 antag -1, CCR6 antagonist -2 and A3A deaminase -3.
For COc1ccc(C2=CCC3CCCCN3C2)cc1OC (centres undefined) the results were MPTP block -0.7, CXCR6 block -3, A3G deaminase -4, GRIN3A LBD mod -1, Gli-Sufu antag 6, EBI2 antag 10, CCR6 antagonist 7 and A3A deaminase 3.
C=CCN(c1ccccc1C(=O)O)S(=O)(=O)/C=C/c1ccccc1 was read as MPTP block -4.0, CXCR6 block 7, A3G deaminase -2, GRIN3A LBD mod 1, Gli-Sufu antag 4, EBI2 antag -8, CCR6 antagonist -2 and A3A deaminase 4.
Screening O=C(Nc1ccc(NC(=O)c2cccs2)cc1)c1ccco1 returned MPTP block -5.0, CXCR6 block 3, A3G deaminase -4, GRIN3A LBD mod 20*, Gli-Sufu antag -44, EBI2 antag -3, CCR6 antagonist 3 and A3A deaminase -1.
For Cn1cc2cccc([N+](=O)[O-])c2n1 the results were MPTP block 0.7, CXCR6 block 0, A3G deaminase 0, GRIN3A LBD mod -3, Gli-Sufu antag -2, EBI2 antag 0, CCR6 antagonist 5 and A3A deaminase 2.
Screening COc1cc(OC)c(OC)cc1/C=C/C(=O)c1ccc(NS(=O)(=O)c2ccc(C)cc2)cc1 returned MPTP block 3.3, CXCR6 block 5, A3G deaminase -11, GRIN3A LBD mod 7, Gli-Sufu antag 12, EBI2 antag 16, CCR6 antagonist 12 and A3A deaminase 1.
Cc1ccc(NC(=O)CCSc2nnnn2-c2ccc3c(c2)OCO3)cc1C was read as MPTP block -1.0, CXCR6 block 4, A3G deaminase -10, GRIN3A LBD mod -20, Gli-Sufu antag -2, EBI2 antag 21, CCR6 antagonist 2 and A3A deaminase -5.
Screening CCCCC(=O)NC(=S)Nc1ccccc1N1CCCCC1 returned MPTP block -2.4, CXCR6 block 0, A3G deaminase -4, GRIN3A LBD mod 1, Gli-Sufu antag 20, EBI2 antag -12, CCR6 antagonist 22 and A3A deaminase 0.
CC(=O)Nc1nnc(-c2c(-c3c(Cl)cccc3Cl)noc2C)o1 was read as MPTP block -3.0, CXCR6 block 4, A3G deaminase 10, GRIN3A LBD mod 0, Gli-Sufu antag 1, EBI2 antag -5, CCR6 antagonist 11 and A3A deaminase 0.
Screening Cc1nnc(SCC(=O)Nc2nc(-c3ccccc3)cs2)n1N returned MPTP block -2.1, CXCR6 block -1, A3G deaminase 0, GRIN3A LBD mod -3, Gli-Sufu antag -6, EBI2 antag -14, CCR6 antagonist 6 and A3A deaminase 10.
Screening CC(=O)c1ccc(OCC(=O)c2cc(C)n(-c3ccc4c(c3)OCO4)c2C)cc1 returned MPTP block 80*, CXCR6 block -14, A3G deaminase -7, GRIN3A LBD mod -1, Gli-Sufu antag 39, EBI2 antag -7, CCR6 antagonist 3 and A3A deaminase -7.
`CC1(C)CC[C@]2(C(=O)O[C@@H]3OC(CO)[C@@H](O)[C@H](O)[C@H]3O)CC[C@]3(C)C(=CCC4[C@@]5(C)CC[C@H](O[C@@H]6OC(C(=O)O)[C@@H](O)[C@H](O)[C@H]6O)C(C)(C)C5CC[C@]43C)[C@@H]2C1` (some centres undefined) gave MPTP block 0.2, CXCR6 block 3, A3G deaminase 3, GRIN3A LBD mod 0, Gli-Sufu antag 5, EBI2 antag -2, CCR6 antagonist -3 and A3A deaminase -2.
CCOC(=O)c1ccccc1NC(=O)CC(C)CC(=O)O (centres undefined) was read as MPTP block -1.9, CXCR6 block 0, A3G deaminase -8, GRIN3A LBD mod -4, Gli-Sufu antag -1, EBI2 antag -2, CCR6 antagonist -7 and A3A deaminase -3.
CCc1ccc(CN(C)Cc2nc(-c3cccc(Cl)c3)no2)nc1 was read as MPTP block 0.4, CXCR6 block 7, A3G deaminase -3, GRIN3A LBD mod 1, Gli-Sufu antag -15, EBI2 antag -18, CCR6 antagonist 14 and A3A deaminase 7.
`O=[N+]([O-])c1ccccc1COc1ccc(Cl)c2cccnc12` gave MPTP block -0.7, CXCR6 block -5, A3G deaminase -4, GRIN3A LBD mod 1, Gli-Sufu antag -80, EBI2 antag 4, CCR6 antagonist -3 and A3A deaminase -4.
Screening C=CCCC(=O)Nc1nc(C)c(-c2csc(Nc3ccc(Cl)cc3Cl)n2)s1 returned MPTP block 0.3, CXCR6 block -2, A3G deaminase -7, GRIN3A LBD mod 12*, Gli-Sufu antag -1, EBI2 antag 11, CCR6 antagonist 3 and A3A deaminase -4.
Screening C/C(=N\Nc1nc2ccccc2[nH]1)c1ccc2c(c1)OCO2 returned MPTP block -0.6, CXCR6 block -10, A3G deaminase -9, GRIN3A LBD mod 0, Gli-Sufu antag 15, EBI2 antag 6, CCR6 antagonist 11 and A3A deaminase -4.
Screening CSc1nc(N)c2cn[nH]c2n1 returned MPTP block -2.1, CXCR6 block 0, GRIN3A LBD mod -1, Gli-Sufu antag -2, EBI2 antag 5 and CCR6 antagonist 7.
